ATG4B inhibitor = ATG4B protease inhibitors, primary screen, biochemical, fluorescence, uHTS. Cysteine protease ATG4B (Homo sapiens), Q9Y4P1. ATG4B cleavage of LC3-PLA2, NBD-HPC fluorescence, 1 h. inhibition, % at 8.33 µM. hit rate 0.51% among 340,000. AID 504462, 2011; in the data active = inhibition above about 40%
PfG6PD inh = PfG6PD enzyme inhibitors, primary screen, biochemical, fluorescence intensity, uHTS. glucose-6-phosphate dehydrogenase-6-phosphogluconolactonase (Plasmodium falciparum 3D7). PfGluPho enzyme, NADPH resazurin-diaphorase fluorescence. inhibition, % at 20 µM. hit rate 0.78% among 350,000. AID 504690, 2011;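 active = inhibition reaching at least a set limit at 20 µM in the primary screen, cut at about 59% in these data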;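 also: 0% = DMSO wells with substrate and 100% = DMSO wells lacking glucose-6-phosphate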
MPTP block = mitochondrial permeability transition pore inhibitors, primary screen, biochemical, isolated mouse mitochondria, absorbance. hit rate 1.4% among 360,000. inhibition, % at 10 µM. Ca2+ swelling absorbance, 30 min;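 active = inhibition of 50% or more, scaled per plate between neutral and stimulator controls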;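 also: 0% = DMSO wells given calcium and 100% = 1 mM EGTA wells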
SENP6 inh = SENP6 protease inhibitors, primary screen, biochemical, luminescence, uHTS; Sentrin-specific protease 6 (Homo sapiens), Q9GZR1; Recombinant SENP6 catalytic domain, aminoluciferin luminescence; inhibition, % at 10 µM; hit rate 1.8% among 330,000;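 active = inhibition above about 50% at the single tested dose, limit read from the data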;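 also: plate controls were DMSO wells with enzyme for no effect and DMSO wells lacking enzyme for full effect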
Target sequence (Q9GZR1 628-1112 limits assumed): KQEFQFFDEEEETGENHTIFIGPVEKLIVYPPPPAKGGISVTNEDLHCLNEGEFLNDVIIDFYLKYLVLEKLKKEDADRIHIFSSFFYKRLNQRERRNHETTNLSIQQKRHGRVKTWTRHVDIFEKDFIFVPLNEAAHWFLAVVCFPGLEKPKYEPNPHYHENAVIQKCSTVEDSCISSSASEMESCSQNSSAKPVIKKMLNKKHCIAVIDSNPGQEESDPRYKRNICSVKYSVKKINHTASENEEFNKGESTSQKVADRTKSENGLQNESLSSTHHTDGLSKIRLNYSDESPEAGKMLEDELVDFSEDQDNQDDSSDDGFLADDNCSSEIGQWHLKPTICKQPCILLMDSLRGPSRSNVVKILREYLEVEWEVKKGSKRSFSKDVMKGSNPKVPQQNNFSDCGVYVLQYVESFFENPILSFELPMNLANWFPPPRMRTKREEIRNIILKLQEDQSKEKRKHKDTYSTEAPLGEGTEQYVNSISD
SENP8 inh = human SENP8 protease inhibitors, primary screen, biochemical, fluorescence, Nedd8 protein substrate, uHTS. Sentrin-specific protease 8 (Homo sapiens), Q96LD8. recombinant SENP8. inhibition, % at 20 µM. hit rate 0.64% among 360,000. AID 602440, 2012; in the data active = inhibition mostly above about 40%, no sharp cut-off; inactive = mostly below about 27%
NR3A LBD binder = binders of NR3A ligand-binding domain, primary screen, biophysical, differential scanning fluorimetry, uHTS | NR3A LBD differential scanning fluorimetry, Tm shift; 0% = protein alone, 100% = glycine-bound protein | Tm shift relative to glycine control, % at 25 µM | hit rate 2.5% among 340,000 | AID 1259313, 2017;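 active = melting temperature shift of at least 10% of the positive control shift, at one fixed dose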
hIAP act = human IAP activators, primary screen, biochemical, luminescence, uHTS; Intestinal-type alkaline phosphatase (Homo sapiens), P09923; activation factor at 10 µM; purified human IAP, CDP-Star luminescence, 30 min; active compounds read high; 1 = vehicle-only enzyme, 0 = enzyme-free background; hit rate 0.16% among 330,000;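 active = activation factor of the enzyme at least 2-fold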; also: the source names both 10 and 20 µM as test concentration; values of inactives mirror those of a sister screen read the other way
Target sequence (P09923 whole entry, looked up): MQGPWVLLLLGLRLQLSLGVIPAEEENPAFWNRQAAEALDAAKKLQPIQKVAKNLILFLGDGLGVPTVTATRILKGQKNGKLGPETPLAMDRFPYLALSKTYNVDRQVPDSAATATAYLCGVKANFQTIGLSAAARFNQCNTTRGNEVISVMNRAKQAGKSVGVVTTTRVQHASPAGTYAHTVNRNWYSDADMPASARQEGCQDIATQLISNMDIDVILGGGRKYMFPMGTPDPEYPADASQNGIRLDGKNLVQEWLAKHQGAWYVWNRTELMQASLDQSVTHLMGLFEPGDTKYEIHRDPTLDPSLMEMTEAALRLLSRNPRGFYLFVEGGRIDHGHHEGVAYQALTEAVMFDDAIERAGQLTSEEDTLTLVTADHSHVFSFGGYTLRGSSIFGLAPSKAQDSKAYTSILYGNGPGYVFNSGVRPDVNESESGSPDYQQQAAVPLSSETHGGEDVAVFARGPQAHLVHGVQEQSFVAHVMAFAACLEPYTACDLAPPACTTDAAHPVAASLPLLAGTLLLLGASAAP
SENP1 inh = human SENP1 catalytic domain inhibitors, primary screen, biochemical, FRET, uHTS | inhibition, % at 10 µM | Sentrin-specific protease 1 (Homo sapiens), Q9P0U3 | recombinant SENP1 catalytic domain, CyPet-SUMO1-YPet FRET cleavage | hit rate 0.21% among 360,000;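 active = inhibition at least 30% at 10 µM, raw YFP signal under a set limit, fluorescence ratio 0.5 to 1.5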;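 also: 0% = enzyme with DMSO and 100% = no enzyme wells; some results filed as inactive read as strong as hits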
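Assay system – human recombinant His6-tagged SENP1 catalytic domain enzyme · Input – SENP1 enzyme, 20 pM final · Buffer or medium – Tris pH 8 buffer plus EDTA, NaCl, BME, BSA, NP40, catalase · Schedule – 50 min reaction at room temperature · Technique – FRET read of cyan and yellow fluorescence · Control set – no-enzyme wells low, DMSO-plus-enzyme wells high control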
* hit, by the source's call; / = no result given.

SMILES	ATG4B inhibitor	PfG6PD inh	MPTP block	SENP6 inh	SENP8 inh	NR3A LBD binder	hIAP act	SENP1 inh
O=C(NN=C1CCC(c2ccccc2)CC1)c1ccccc1-n1cccc1 (stereo not drawn)	18	1	2.0	-15	12	-5	1.1	0
CCOc1ccc2nc(N3CCC(C(=O)N4CCN(C5CCCCC5)CC4)CC3)sc2c1	2	18	0.3	-14	17	0	1	1
CCOC(=O)Cn1nnc(-c2ccc(SC)cc2)n1	-12	0	1.5	-16	-9	1	0.94	0
O=C(c1cnn2ccccc12)N1CCCc2ccccc21	4	15	-0.6	-9	2	1	0.92	1
O=C1C=CC(=O)N1c1ccc2ccccc2c1	-5	40	-0.7	/	-89	-2	/	2
COc1ccc(CN2CCNC(=O)C2CC(=O)NC2CC(C)(C)CC(C)(C)C2)cc1OC (stereo not drawn)	10	15	-0.8	1	-1	0	1	-16
COC(=O)Nc1ccc([N+](=O)[O-])cc1OC	-3	-7	1.4	7	14	-1	0.99	2
CCOC(=O)c1c(C)nc(C)c(C(=O)OCC)c1-c1ccc(O)c(OC)c1	0	48	-1.6	9	16	0	0.92	1
Cc1cc(=O)n2nc(N3CCC(C(=O)NC4CCCc5ccccc54)CC3)sc2n1 (stereo not drawn)	12	-10	1.5	-8	2	-1	1.1	-2
Cc1nc(-c2cccc(NC(=O)c3ccc(-n4nccc4C)cc3)c2)cs1	-6	10	-1.3	-9	-18	23*	1.1	2

Random excerpt: 2 compounds from above
SMILES	ATG4B inhibitor	PfG6PD inh	MPTP block	SENP6 inh	SENP8 inh	NR3A LBD binder	hIAP act	SENP1 inh
COC(=O)Nc1ccc([N+](=O)[O-])cc1OC	-3	-7	1.4	7	14	-1	0.99	2
O=C(c1cnn2ccccc12)N1CCCc2ccccc21	4	15	-0.6	-9	2	1	0.92	1

Other records follow.
SMILES	ATG4B inhibitor	PfG6PD inh	MPTP block	SENP6 inh	SENP8 inh	NR3A LBD binder	hIAP act	SENP1 inh
Cn1nnc(C(O)CN2CCOCC2)n1 (stereo not drawn)	-6	-27	0.4	-3	7	0	0.99	0
Cc1ccc(OCCC(=O)OCc2csc(CC(=O)Nc3ccccc3C)n2)cc1	13	-3	0.3	-17	16	1	0.97	-6
O=C(NCc1ccco1)c1ccc(OC2CCN(Cc3ccccn3)CC2)cc1	/	-1	-0.4	/	5	/	/	-6
COc1ccc(/C=C(/NC(=O)c2ccco2)C(=O)NCc2ccco2)cc1	/	12	-0.3	/	14	/	/	3
Cn1c(=O)c2c(=O)cc(NNC(=O)CC#N)[nH]c2n(C)c1=O	-5	14	1.1	1	30	1	0.99	2
CCOc1ccc(OCc2ccc(C(=O)N/N=C(\C)c3ccccn3)cc2)cc1	-4	-18	-2.2	/	4	0	/	0
Cc1ccc(C2=C(O)c3ccccc3C(=O)C2=O)cc1	7	18	0.5	11	10	-1	0.97	-3
CCOc1ccc(NC(=O)COC(=O)c2ncc(Cl)c(Cl)c2Cl)cc1	-7	1	-1.7	-18	2	2	0.99	0
CCn1c(CNc2ccc(Cl)cc2)nnc1SCC(=O)OC1CCCCC1	-12	-23	-0.6	-10	20	-1	0.86	1
CCOC(=O)N1CCN(C(=O)c2cn(C)c3ccc(S(=O)(=O)N(C)C4CCCCC4)cc3c2=O)CC1	-11	-5	-2.5	9	11	7	1.1	1
O=C(NN1C(=O)c2ccccc2C1=O)c1ccc2c(c1)C(=O)N(CC1CCCO1)C2=O (stereo not drawn)	8	-14	-0.4	-12	27	0	1	0
C=CCSc1ncccc1C(=O)NCCc1ccccc1	3	-7	1.3	-8	16	1	0.94	1
CCC1CC(=O)CCN1S(=O)(=O)c1ccc(C)cc1 (stereo not drawn)	-4	2	-0.1	/	6	1	/	-1
Cc1onc(-c2ccccc2)c1C(=O)N/N=C/c1ccc(O)c([N+](=O)[O-])c1	5	-10	-1.3	4	10	2	0.75	-1
CCCC(=O)Nc1ccc(Nc2ccccc2)cc1	-2	7	0.0	7	19	10*	0.89	3
Cc1ccc(C(=O)CCC(=O)OCC(=O)Nc2ccc3[nH]c(=O)[nH]c3c2)cc1	6	6	-1.5	-9	-21	0	1.2	-3
COc1ccccc1/C=C/C(=O)/C=C/c1ccccc1O	26	10	-1.1	/	11	1	/	0
O=C(COC(=O)c1ccccc1[N+](=O)[O-])Nc1cccnc1Cl	-9	13	1.0	-8	7	0	0.81	0
COC(=O)C1=C2c3[nH]c4ccccc4c3CCN2C(=O)CC1	-18	7	0.4	-21	-1	-2	1.1	-17
COc1cc(C(C(=O)NC2CCCC2)N(C(=O)c2snc(C(N)=O)c2N)C2CCCC2)cc(OC)c1OC (stereo not drawn)	1	3	-0.3	7	-164	1	0.98	-2
Clc1ccc(-c2cn3cc(Cl)ccc3n2)cc1	7	72*	0.6	82*	-182	2	1	-1
COc1ccc(-c2cc(C(=O)Nc3ccc(S(=O)(=O)Nc4ncccn4)cc3)c3ccccc3n2)cc1	-6	1	5.2	0	-351	-8	0.93	1
CN(CCCNC(=O)C1CCC(=O)N1Cc1ccccc1Cl)c1ccccc1 (stereo not drawn)	-3	-10	-1.9	-15	9	-1	0.81	3
CCCc1cc(=O)[nH]c(SCC(=O)c2c[nH]c3ccccc23)n1	4	-1	-0.3	-30	-7	-4	0.95	7
C=C(C)CN(CC)C(=O)CSc1nc(O)cc(=O)n1C1CCCC1	-6	4	1.1	-14	10	-1	1	-1
CCn1c(C(=O)NC(C)c2ccc3c(c2)OCCO3)cc2sccc21 (stereo not drawn)	-4	19	-0.8	8	0	-1	0.88	-6
CC(=O)c1cccc(NC(=O)CNC(=O)Cc2cccc3ccccc23)c1	-6	-13	0.7	-6	12	-1	1.1	4
COc1ccc(OC)c(Cc2nnc(CCC(=O)N3CCN(C4CCCC4)CC3)o2)c1	2	3	-0.9	-10	2	-2	1.2	2
Cc1cccc(CN2C(=O)c3ccccc3S(=O)(=O)c3ccc(C(=O)NCCCN4CCCC4)cc32)c1	-9	19	-1.0	-6	6	-1	0.87	-1
CC1=C(C(=O)OC(C)C)C(c2ccccc2)NC(=S)N1C (stereo not drawn)	-10	-5	1.6	5	10	7	0.91	0

Next section (3 carried over from the part before).
SMILES	ATG4B inhibitor	PfG6PD inh	MPTP block	SENP6 inh	SENP8 inh	NR3A LBD binder	hIAP act	SENP1 inh
COc1ccc(OC)c(Cc2nnc(CCC(=O)N3CCN(C4CCCC4)CC3)o2)c1	2	3	-0.9	-10	2	-2	1.2	2
Cc1cccc(CN2C(=O)c3ccccc3S(=O)(=O)c3ccc(C(=O)NCCCN4CCCC4)cc32)c1	-9	19	-1.0	-6	6	-1	0.87	-1
CC1=C(C(=O)OC(C)C)C(c2ccccc2)NC(=S)N1C (stereo not drawn)	-10	-5	1.6	5	10	7	0.91	0
O=C(O)c1cc(-c2ccco2)nn1-c1cccc(Cl)c1	17	-7	0.1	-14	-18	0	1.1	-124
Cc1ccc(S(C)(=O)=NC(=O)NC(=O)c2c(Cl)cccc2Cl)cc1 (stereo not drawn)	2	-10	5.5	-5	13	3	1.1	0
Cc1ccc([N+](=O)[O-])cc1S(=O)(=O)NCc1cccnc1	1	1	-0.1	-11	6	4	1	0
O=C(Nc1ccccc1F)Nc1ccccc1N1CCCCC1	16	4	17	-20	12	-3	0.94	2
CCOC(=O)c1c(C)nc(C)c(C(=O)OCC)c1-c1ccc(Br)cc1	11	-31	-0.6	-1	9	-1	1	1
CCCn1nc(CC(=O)OCC)c2ccccc2c1=O	-1	-15	-2.8	3	-3	-1	0.91	-1
Cc1ccc(S(=O)(=O)c2c(C)nn(C(C)(C)C)c2OC(=O)c2ccc(Br)o2)cc1	-1	12	-0.3	3	29	3	1.3	4
CCC1(CC)Cc2ccccc2-c2nc(-c3ccccc3)oc(=O)c21	-1	23	3.3	4	22	-1	1	0
CCCCN(CCCC)c1cc(C)nc(-c2ccccc2O)n1	0	0	1.9	5	-493	2	1.1	-8
C=CCOc1ccc(CNc2ccc3[nH]c(=O)[nH]c3c2)cc1	3	42	0.9	15	-52	1	1.1	-3
CC(=O)c1sc(NC(=O)c2ccc(COc3ccccc3Cl)o2)nc1C	1	-43	-0.8	-1	-58	-14	0.91	-9
O=C(NCC1CCCO1)c1ccc(N2CCCCC2)nc1 (stereo not drawn)	-2	-18	-1.1	-11	-3	1	0.84	-3
O=C(NC(=S)NNC(=O)c1cnccn1)c1ccc(F)cc1	3	25	0.8	1	2	-3	1.9	1
O=C(Nc1cccc(NC(=O)c2c(F)cccc2F)n1)c1c(F)cccc1F	4	0	-0.1	-17	16	-11	1	7
CC1C(=O)N(Cc2cn(CC3CCCCC3)nn2)CCS(=O)(=O)N1Cc1ccc(-c2ccc(Cl)c(Cl)c2)cc1 (stereo not drawn)	/	15	-0.9	/	17	/	/	3
CCc1ccc(N(CC)c2ncnc3nc[nH]c23)cc1	10	-8	0.3	-5	4	1	1.3	3
O=C(Cn1cc(COc2ccc(C(=O)c3ccccc3)cc2)nn1)c1ccc(O)cc1	-8	8	-1.2	/	19	-8	/	0
CCOC(=O)c1c(NC(=O)CSc2nc3ccccc3s2)sc(C)c1C	1	10	4.0	4	1	3	1	1
Cc1ccc(C(=O)O/N=C/c2c(Cl)n(C)c3ccccc23)cc1	-13	6	-2.9	-9	0	-4	1.3	2
O=C(CSC1=Nc2ccccc2C2=NC(CC(=O)NCc3ccco3)C(=O)N12)NCc1ccco1 (stereo not drawn)	1	19	-1.1	0	-84	1	1	-8
CCCn1c2ccccc2c2cnn(CC(=O)NCCN(CC)CC)c(=O)c21	-9	-8	-0.2	-18	-153	-1	0.94	0
COc1ccc(-c2nnc(NC(=O)c3ccc(S(=O)(=O)N(C)CC4CCCO4)cc3)o2)c(OC)c1 (stereo not drawn)	7	-29	-2.6	4	2	-3	0.98	1
O=C(Nc1cccc(-c2ccc(N3CCCCC3)nn2)c1)C(F)(F)F	-8	27	-0.2	34	-21	-2	0.94	2
O=C1NC(=O)/C(=C/c2ccc(-c3cccc([N+](=O)[O-])c3)o2)S1	2	-9	8.7	86*	27	-2	0.94	1
CCOC(=O)N=S(=O)(Oc1ccc([N+](=O)[O-])cc1)c1ccc(Cl)cc1 (stereo not drawn)	4	32	3.0	-9	24	0	0.89	0
CN(C(=O)CC1C(=O)NCCN1Cc1ccc2ccccc2c1)C1CCOCC1 (stereo not drawn)	-2	4	0.0	-10	-85	0	1.1	-18
c1ccc(-c2nc3c([nH]2)CCc2nonc2-3)cc1	4	27	-1.4	21	-25	-17	0.93	2
Cc1ccc(C(=O)NNC(=O)CCOc2cccc(C)c2)cc1	-6	-2	0.3	-7	7	-2	1.3	0
CC1(C)CC(=O)C2=C(C1)N(N1CCOCC1)C(N)=C(C#N)C2c1cccnc1 (stereo not drawn)	-9	-16	2.3	5	19	0	1.1	0
CCOc1cc(C(=O)NCc2ccccc2)ccc1OCC(=O)N1CCOCC1	3	-13	-2.7	-17	5	-1	1.1	0
N/C(Cc1ccc([N+](=O)[O-])cc1)=N\OC(=O)COc1cccc2ccccc12	-12	21	2.1	5	13	-2	0.8	2
COc1ccc(-c2nc3c(c(SCC(=O)N4CCCC4)n2)COC(C)(C)C3)cc1	-4	5	1.3	-19	12	-1	1.1	1
O=C(COC(=O)c1ccc(S(=O)(=O)N2CCc3ccccc3C2)cc1)NC(=O)NCc1ccco1	-1	-16	0.2	-4	4	-3	1.1	-6

Bioassay records: PubChem, Sanford-Burnham Center for Chemical Genomics
